NR5A2 inv ag = inverse agonists of human LRH-1 (NR5A2); 360,000 compounds, 0.13% hits; HEK293T StAR-luciferase reporter, LRH-1 transfected, 24 h; inhibition, % at 3.6 µM;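 active = inhibition above the mean inhibition of all tested compounds plus 3 SD, cut at about 73% in these data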;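 note: 0% = DMSO wells and 100% = reporter-only cells lacking LRH-1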
Target sequence (O00482 whole entry, looked up): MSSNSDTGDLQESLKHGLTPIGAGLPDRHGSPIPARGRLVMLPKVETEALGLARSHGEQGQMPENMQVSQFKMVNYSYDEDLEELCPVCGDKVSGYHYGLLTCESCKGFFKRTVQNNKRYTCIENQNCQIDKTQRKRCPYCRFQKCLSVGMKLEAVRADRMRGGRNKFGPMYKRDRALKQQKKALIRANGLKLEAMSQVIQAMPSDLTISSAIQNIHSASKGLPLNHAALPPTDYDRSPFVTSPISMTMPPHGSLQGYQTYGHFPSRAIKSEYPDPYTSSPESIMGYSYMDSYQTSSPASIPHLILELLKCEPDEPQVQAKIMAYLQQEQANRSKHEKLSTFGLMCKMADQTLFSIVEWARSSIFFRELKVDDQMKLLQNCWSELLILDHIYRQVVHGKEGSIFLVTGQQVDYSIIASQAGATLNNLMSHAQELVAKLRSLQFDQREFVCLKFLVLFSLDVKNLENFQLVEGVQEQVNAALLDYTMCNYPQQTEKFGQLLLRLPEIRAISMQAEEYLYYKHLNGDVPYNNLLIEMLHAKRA
EBV LMP1 NFkB = inhibitors of Epstein-Barr LMP1-induced NF-kappaB reporter | LMP1-induced NF-kappaB luciferase reporter cells, luminescence | inhibition, % at 12.5 µM | 350,000 compounds, 0.69% hits | AID 504558; in the data active = inhibition above about 41%;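 note: 0% = neutral control wells and 100% = reference inhibitor control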
COUP-TFII inh = NR2F2 (human) inhibition, primary screen; P24468; HEK293T NGFI-A luciferase reporter, luminescence; inhibition, % at 8.6 µM; 370,000 compounds, 0.7% hits; AID 686940;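 active = inhibition above a per-plate cutoff, mean inhibition of test wells between control levels plus 3 SD, cut at about 38% in these data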;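 note: cells cotransfected with COUP-TFII expression vector driving the NGFI-A reporter; 0% = median of COUP-TF2 test wells and 100% = reporter-only cells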
Target sequence (P24468 whole entry, looked up): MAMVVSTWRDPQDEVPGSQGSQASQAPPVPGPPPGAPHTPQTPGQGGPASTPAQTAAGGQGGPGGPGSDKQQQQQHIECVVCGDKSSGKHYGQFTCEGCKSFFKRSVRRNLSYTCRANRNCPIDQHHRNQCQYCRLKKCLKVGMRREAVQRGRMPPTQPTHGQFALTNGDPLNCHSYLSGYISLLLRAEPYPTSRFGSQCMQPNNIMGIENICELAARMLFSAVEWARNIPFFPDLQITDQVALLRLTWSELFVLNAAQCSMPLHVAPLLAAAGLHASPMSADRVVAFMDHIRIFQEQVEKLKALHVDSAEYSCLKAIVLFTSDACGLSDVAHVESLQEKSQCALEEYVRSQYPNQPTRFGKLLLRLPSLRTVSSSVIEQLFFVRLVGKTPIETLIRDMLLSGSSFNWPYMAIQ
C8 TRAIL sens = caspase-8 TRAIL sensitization | NB7+C8 cells + TRAIL, ATPlite viability luminescence | 360,000 compounds, 1% hits | inhibition (viability loss, TRAIL sensitization), % at 10 µM | AID 624354;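 active = compounds causing at least 50% loss of cell viability in the single-dose screen, relative to plate controls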
TROY signal inh = blocks TROY-dependent signaling in reporter cells; Q293 LMP1-TROYcd NF-kB luciferase reporter, 4 h; inhibition, % at 10 µM; 360,000 compounds, 0.98% hits; AID 1347056;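 active = compounds whose plate-normalised and pattern-corrected inhibition of the luciferase reporter signal at the single screening dose is 50% or more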
SRC3 inh = inhibits human SRC3 coactivator | Q9Y6Q9 | HEK293 GAL4-SRC3 luciferase reporter, luminescence | inhibition, % at 3.6 µM | 360,000 compounds, 0.17% hits;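 active = inhibition above a per-campaign cutoff, the mean of all compounds plus 3 SD, cut at about 60% in these data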;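 note: 0% = DMSO-treated cells and 100% = gossypol-treated cells at 36 µM; higher means less SRC3-driven luciferase light from the GAL4 reporter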
TLR9-MyD88 block = TLR9-MyD88 interaction inhibition; Q9NR96+Q99836; 340,000 compounds, 0.21% hits; CHO BLA complementation TLR9-MyD88, CCF4 FRET ratio; AID 504734; inhibition, % at 4.98 µM;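 active = inhibition above the mean over all tested compounds plus 3 SD, cut at about 21% in these data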;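 note: 0% = DMSO only wells and 100% = clavulanate BLA inhibitor control wells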
TWEAK Fn14 block = TWEAK-Fn14 signaling inhibition. inhibition, % at 10 µM. 360,000 compounds, 2% hits. TWEAK-stimulated Fn14 reporter cells, luciferase luminescence, 8 h. AID 1159606; in the data active = inhibition above about 50%
SRC1 inh = inhibitors of human steroid receptor coactivator 1 (SRC1); Q15788; HEK293 GAL4-SRC1 luciferase reporter, luminescence; inhibition, % at 3.6 µM; 360,000 compounds, 0.12% hits; AID 588354;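 active = inhibition above the campaign mean plus 3 SD, with each screening campaign given its own cutoff, cut at about 60% in these data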;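 note: 0% = DMSO treated cells and 100% = gossypol at 36 µM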
NOD2 RIPK2 PPI = blocks binding of human NOD2 to RIPK2; O43353; CHO BLA complementation NOD2-RIPK2, CCF4 ratio; inhibition, % at 4.98 µM; 360,000 compounds, 0.38% hits; AID 624267; in the data active = inhibition above about 21%;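 note: 0% = vehicle only and 100% = reference blocker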
NCOA2 inhibitor = human SRC2 (NCOA2) inhibition; Q15596; HEK293 GAL4-SRC2 luciferase reporter, luminescence; inhibition, % at 9 µM; 370,000 compounds, 0.17% hits;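 active = inhibition above the mean inhibition of all tested compounds plus 3 SD, set per campaign, cut at about 52% in these data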;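 note: 0% = DMSO treated cells and 100% = cells given Gossypol at 36 µM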
The depositor's hits bear a star; / = not tested or not shown.

[1] CN(C)c1ccc(C=c2c3cc([N+](=O)[O-])ccc3n3c2cc(-c2ccccc2)[n+]3C)cc1
[2] Cc1cc([N+](=O)[O-])ccc1NCc1cccc2ccccc12
[3] Cc1ccc(C(=O)Oc2oc(-c3ccccc3)nc2C=Nc2ccc(N(C)C)cc2)cc1
[4] CNc1nc(Cl)c(SC)c(NCc2cccc(OC)c2)n1
[5] Cc1nnc(Nc2ccccn2)c2ccccc12
[6] O=C(Cn1ncc(Cl)c(Cl)c1=O)N1CCc2ccccc21

assay / entry,1,2,3,4,5,6
NR5A2 inv ag,61,24,-144,-21,-8,-61
EBV LMP1 NFkB,18,-18,38,5,1,13
COUP-TFII inh,68*,7,-13,-22,-14,-10
C8 TRAIL sens,76*,-14,32,-12,5,96*
TROY signal inh,43,16,-24,-10,-16,13
SRC3 inh,53,2,-53,5,-11,-61
TLR9-MyD88 block,4,-1,-3,6,-11,14
TWEAK Fn14 block,76*,-10,31,15,3,101*
SRC1 inh,12,-9,-97,-5,-18,-75
NOD2 RIPK2 PPI,14,-7,-4,6,1,21
NCOA2 inhibitor,-4,-18,-35,14,-23,-34

[7] CC(C)(C)c1ccc(/C=C/C(=O)Nc2ncccn2)cc1
[8] CCCc1nn2c(=O)cc(CSCC(=O)Nc3ccccc3)nc2s1
[9] COc1ccc(OCC2c3cc(OC)c(OC)cc3CCN2C(=O)C(C)C)cc1 (stereo not drawn)
[10] COCCn1c(SCC(=O)NCc2ccc(F)cc2)nc2ccccc21
[11] Nn1c(Cc2ccccc2F)nnc1SCn1nnc2ccccc2c1=O
[12] CC(C)(C)OC(=O)C[C@H]1C/C=C\C[C@H](CC(=O)N[C@H](CO)Cc2ccccc2)C(=O)N[C@H](Cc2ccccc2)COC1=O

assay / entry,7,8,9,10,11,12
NR5A2 inv ag,-132,-28,-6,-16,-5,12
EBV LMP1 NFkB,-33,-2,-4,-1,-4,-9
COUP-TFII inh,-38,-12,-5,-13,-10,-8
C8 TRAIL sens,13,-11,16,-1,-13,-10
TROY signal inh,-60,0,12,-18,-4,-1
SRC3 inh,-89,4,16,-8,4,-9
TLR9-MyD88 block,-4,-1,2,-8,-6,1
TWEAK Fn14 block,8,-9,-24,3,-4,17
SRC1 inh,-112,-11,10,24,-12,4
NOD2 RIPK2 PPI,-6,-5,5,-5,-3,6
NCOA2 inhibitor,-42,-7,-23,-24,16,-12

[13] NS(=O)(=O)c1cc(C(=O)NCCOc2ccccc2)c(Cl)cc1Cl
[14] Cc1ccc(CNS(=O)(=O)c2c(C)nc3scc(C)n3c2=O)cc1
[15] Cc1c([N+](=O)[O-])c2ccc(O)cc2n1-c1ccccc1
[16] CCOC(=O)c1cc(-c2csc(Nc3c(C)cc(C)cc3C)n2)on1
[17] COc1ccc(OCC(=O)N2CCCC2=O)c([N+](=O)[O-])c1
[18] C=CCn1c(SCC(=O)N(CC)C2CCS(=O)(=O)C2)nc2cc(C(=O)O)ccc2c1=O (stereo not drawn)

assay / entry,13,14,15,16,17,18
NR5A2 inv ag,12,6,-4,-6,-4,-15
EBV LMP1 NFkB,-1,3,35,-4,10,4
COUP-TFII inh,2,1,-14,-14,-12,-4
C8 TRAIL sens,-6,-2,-3,-7,-14,9
TROY signal inh,-8,-6,32,-7,-5,8
SRC3 inh,18,24,47,14,-28,3
TLR9-MyD88 block,-5,1,2,3,-120,3
TWEAK Fn14 block,3,-20,56*,-20,-7,18
SRC1 inh,10,-1,52,2,-6,4
NOD2 RIPK2 PPI,-9,1,-3,-8,-9,-1
NCOA2 inhibitor,4,-32,50,-6,-5,6

[19] COc1ccc(C(=O)C2CCCN(C(=O)C3=CCCC3)C2)cc1OC (stereo not drawn)
[20] CCN(CCCNc1ncnc2nc[nH]c12)c1cccc(C)c1
[21] CCCCNC(=O)c1cnc2n(c1=O)CCS2
[22] COc1ccc(CNC(=O)CN(C2CCCCC2)S(C)(=O)=O)cc1
[23] c1cc[n+](CCC[n+]2ccccc2)cc1
[24] O=C(NC1CCCCC1)C(c1ccc(C(F)(F)F)cc1)n1c(=O)c(-c2ccco2)nc2ccccc21 (stereo not drawn)

assay / entry,19,20,21,22,23,24
NR5A2 inv ag,-2,9,0,-20,11,4
EBV LMP1 NFkB,1,0,8,-6,1,/
COUP-TFII inh,0,23,8,-15,-16,-2
C8 TRAIL sens,-7,-9,-5,-8,-7,2
TROY signal inh,9,12,2,21,2,/
SRC3 inh,13,2,0,3,4,/
TLR9-MyD88 block,2,3,2,0,5,/
TWEAK Fn14 block,1,11,-1,8,16,/
SRC1 inh,-7,9,3,6,0,/
NOD2 RIPK2 PPI,3,-5,-3,0,1,-14
NCOA2 inhibitor,-34,-5,-13,10,-5,-44

[25] CN1CCC(CNC(=O)Nc2ccccc2)(c2ccccc2)CC1
[26] CCN1CSC(=S)N(Cc2ccccc2)C1
[27] CCCCNC(=S)Nc1cc(S(=O)(=O)N2CCCCC2)ccc1C
[28] CN1CCN(C(CNS(=O)(=O)c2ccc([N+](=O)[O-])cc2)c2ccc(F)cc2)CC1 (stereo not drawn)
[29] COc1cc(NC(=O)C(C)C)ccc1NC(=O)c1cc2ccccc2o1
[30] Cn1c(-c2ccc(C=O)s2)nc2ccccc21

assay / entry,25,26,27,28,29,30
NR5A2 inv ag,8,12,9,14,-62,-42
EBV LMP1 NFkB,-3,29,5,-2,-24,-2
COUP-TFII inh,-15,5,-2,2,-31,-18
C8 TRAIL sens,-14,3,3,17,-7,11
TROY signal inh,-5,-2,7,1,-12,-48
SRC3 inh,18,-14,-17,7,-58,-56
TLR9-MyD88 block,1,-1,-3,-3,-3,-6
TWEAK Fn14 block,14,5,-6,-7,-24,-18
SRC1 inh,-1,-12,-8,-11,-57,-77
NOD2 RIPK2 PPI,1,-4,-4,9,-2,1
NCOA2 inhibitor,-16,-28,0,-4,-67,-33

[31] O=C(CSc1ncnc2sccc12)Nc1ccccc1
[32] CCn1c(SCC(=O)N(C(C)C)C(C)C)nnc1-c1cc2ccccc2cc1O
[33] CSc1sc(C(=O)Nc2ccc(F)cc2F)c2c1C=CCC2
[34] Cn1c(=O)oc2cc(S(=O)(=O)N3CCCc4ccccc43)ccc21
[35] O=C(O)c1nc(-c2ccccc2)c(C(=O)NC2CC2)[nH]1
[36] COc1cc(O)c(C(CC(=O)N2CCCC(C)C2)c2ccc3c(c2)OCO3)c(OC)c1 (stereo not drawn)

assay / entry,31,32,33,34,35,36
NR5A2 inv ag,3,-18,-10,16,-22,-23
EBV LMP1 NFkB,-9,4,1,-1,/,0
COUP-TFII inh,-4,29,-27,-7,3,-4
C8 TRAIL sens,-2,-4,4,14,-1,7
TROY signal inh,-11,-1,-22,4,-4,-19
SRC3 inh,13,10,0,9,17,-7
TLR9-MyD88 block,-1,2,/,14,/,0
TWEAK Fn14 block,-34,10,20,3,2,14
SRC1 inh,-3,10,-16,8,2,-21
NOD2 RIPK2 PPI,4,6,-2,-5,-5,6
NCOA2 inhibitor,1,21,-5,-9,0,11

Taken from above, 11 compounds:
[26] CCN1CSC(=S)N(Cc2ccccc2)C1
[27] CCCCNC(=S)Nc1cc(S(=O)(=O)N2CCCCC2)ccc1C
[28] CN1CCN(C(CNS(=O)(=O)c2ccc([N+](=O)[O-])cc2)c2ccc(F)cc2)CC1 (stereo not drawn)
[29] COc1cc(NC(=O)C(C)C)ccc1NC(=O)c1cc2ccccc2o1
[30] Cn1c(-c2ccc(C=O)s2)nc2ccccc21
[31] O=C(CSc1ncnc2sccc12)Nc1ccccc1
[32] CCn1c(SCC(=O)N(C(C)C)C(C)C)nnc1-c1cc2ccccc2cc1O
[33] CSc1sc(C(=O)Nc2ccc(F)cc2F)c2c1C=CCC2

assay / entry,26,27,28,29,30,31,32,33
NR5A2 inv ag,12,9,14,-62,-42,3,-18,-10
EBV LMP1 NFkB,29,5,-2,-24,-2,-9,4,1
COUP-TFII inh,5,-2,2,-31,-18,-4,29,-27
C8 TRAIL sens,3,3,17,-7,11,-2,-4,4
TROY signal inh,-2,7,1,-12,-48,-11,-1,-22
SRC3 inh,-14,-17,7,-58,-56,13,10,0
TLR9-MyD88 block,-1,-3,-3,-3,-6,-1,2,/
TWEAK Fn14 block,5,-6,-7,-24,-18,-34,10,20
SRC1 inh,-12,-8,-11,-57,-77,-3,10,-16
NOD2 RIPK2 PPI,-4,-4,9,-2,1,4,6,-2
NCOA2 inhibitor,-28,0,-4,-67,-33,1,21,-5

[34] Cn1c(=O)oc2cc(S(=O)(=O)N3CCCc4ccccc43)ccc21
[35] O=C(O)c1nc(-c2ccccc2)c(C(=O)NC2CC2)[nH]1
[36] COc1cc(O)c(C(CC(=O)N2CCCC(C)C2)c2ccc3c(c2)OCO3)c(OC)c1 (stereo not drawn)

assay / entry,34,35,36
NR5A2 inv ag,16,-22,-23
EBV LMP1 NFkB,-1,/,0
COUP-TFII inh,-7,3,-4
C8 TRAIL sens,14,-1,7
TROY signal inh,4,-4,-19
SRC3 inh,9,17,-7
TLR9-MyD88 block,14,/,0
TWEAK Fn14 block,3,2,14
SRC1 inh,8,2,-21
NOD2 RIPK2 PPI,-5,-5,6
NCOA2 inhibitor,-9,0,11

Additional results:
[37] COc1ccc(NC(=O)NNC(=O)CCc2ccc(O)c(O)c2)cc1OC
[38] O=C(NCC(=O)N(Cc1ccccc1)C(C(=O)NC1CCCC1)c1cccnc1)c1ccco1 (stereo not drawn)
[39] Cc1cc(C)cc(NC(=S)N2CCN(S(C)(=O)=O)CC2)c1
[40] CCOC(=O)/C(C#N)=C\c1cn(C)c2ccccc12
[41] Cc1ccc(N2CC(NS(=O)(=O)c3cccnc3)CC2=O)cc1C (stereo not drawn)
[42] Clc1ccc(-c2csc3ncnc(N4CCc5ccccc5C4)c23)cc1

assay / entry,37,38,39,40,41,42
NR5A2 inv ag,-9,-1,5,5,-5,-9
EBV LMP1 NFkB,-4,2,-13,7,2,-19
COUP-TFII inh,-19,18,9,-18,-37,-5
C8 TRAIL sens,-4,-13,2,2,-18,6
TROY signal inh,-1,-24,-1,-24,-11,55*
SRC3 inh,6,-3,1,-5,1,17
TLR9-MyD88 block,2,-5,3,7,0,-6
TWEAK Fn14 block,1,-4,-7,-12,6,78*
SRC1 inh,5,7,-2,-14,7,9
NOD2 RIPK2 PPI,6,-6,-2,2,-1,2
NCOA2 inhibitor,-26,-14,-3,3,-14,-4

[43] CCC(C)c1ccccc1N1CC(C(=O)Nc2cc(S(=O)(=O)N3CCOCC3)ccc2OC)CC1=O (stereo not drawn)
[44] CC1(C)CC(=O)C(C=NCc2ccccn2)=C(O)C1
[45] Cc1ccc(NS(=O)(=O)c2ccc(CCC(=O)NCCCOC(C)C)cc2)cc1
[46] O=C(CN1CCN(c2ncc(C(F)(F)F)cc2Cl)CC1)Nc1ccc2c(c1)OCO2
[47] COc1ccc(-c2cn[nH]c2-c2ccc(OCc3ccccc3F)cc2O)cc1OC

assay / entry,43,44,45,46,47
NR5A2 inv ag,-5,-9,-2,12,5
EBV LMP1 NFkB,-6,4,0,-3,17
COUP-TFII inh,21,-16,7,1,14
C8 TRAIL sens,5,-13,-7,-36,37
TROY signal inh,-1,8,15,14,36
SRC3 inh,9,-6,18,3,-3
TLR9-MyD88 block,0,-4,-8,-6,-15
TWEAK Fn14 block,4,-12,8,-31,46
SRC1 inh,-23,-1,-3,-8,-13
NOD2 RIPK2 PPI,2,-2,-5,6,-13
NCOA2 inhibitor,6,18,-5,10,14

From PubChem BioAssay

The list is partial; rates above refer to the full screens.
